D1 agonist – Allosteric Agonists of the Human D1 Dopamine Receptor: qHTS; D(1A) dopamine receptor (Homo sapiens), P21728; HEK293 T-REx D1 cells, calcium flux, agonist mode; activation, % at 2 µM; hit rate 1% among 360,000; in the data active = activation above about 30%; note: 0% is about no effect
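Inducible HEK293 T-REx D1 cells, force-coupled to calcium signalling, were plated at 4000 cells/well with tetracycline and held overnight at 30 C. After no-wash calcium dye loading, compound-evoked calcium rise over 180 s flagged agonists.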
D2 potentiator – HTS Assay for Positive Allosteric Modulators of the Human D2 Dopamine Receptor: Primary Screen for Potentiators; D(2) dopamine receptor (Homo sapiens), P14416; HEK293 T-REx D2, calcium flux, EC20 dopamine potentiation; potentiation, % at 10 µM; hit rate 0.34% among 340,000;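 active = potentiation over 3 SD above the plate norm, cut at about 30% in these data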; note: 0% is about no effect
Target sequence (P14416 whole entry, looked up): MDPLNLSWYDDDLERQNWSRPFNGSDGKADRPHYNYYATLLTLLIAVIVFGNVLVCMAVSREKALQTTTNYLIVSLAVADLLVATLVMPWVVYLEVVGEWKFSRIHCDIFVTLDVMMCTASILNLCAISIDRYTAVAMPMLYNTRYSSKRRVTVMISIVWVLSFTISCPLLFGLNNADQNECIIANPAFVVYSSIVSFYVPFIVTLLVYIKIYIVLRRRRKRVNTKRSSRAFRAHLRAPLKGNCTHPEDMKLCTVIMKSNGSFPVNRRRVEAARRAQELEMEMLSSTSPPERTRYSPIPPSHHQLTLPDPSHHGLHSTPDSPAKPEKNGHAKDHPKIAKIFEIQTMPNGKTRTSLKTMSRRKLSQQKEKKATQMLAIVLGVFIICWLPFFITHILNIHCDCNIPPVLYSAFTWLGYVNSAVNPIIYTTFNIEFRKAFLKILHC
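Tetracycline-induced Hek293 Trex D2 cells, force-coupled to calcium, loaded with no-wash calcium dye. Compound added with 180 s kinetic read for agonism, then EC20 dopamine and a further 180 s read for potentiation.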
D1 PAM – Potentiators of Human D1 Dopamine Receptor: qHTS | potentiation, % at 10 µM | HEK293 TREx D1 cells, calcium flux, dopamine EC20 potentiation | D(1A) dopamine receptor (Homo sapiens), P21728 | hit rate 0.036% among 360,000 | AID 504651, 2011; in the data active = potentiation above about 30%; note: 0% is about no effect
RXFP1 ag – qHTS Assay for Agonists of the Relaxin Receptor RXFP1. HEK293T-RXFP1 cAMP TR-FRET, 30 min; response scale: percent of porcine relaxin response, buffer zero. hit rate 0.3% among 370,000. Potency, µM (titrated, usually from 57.5 µM), inactives show top-dose activation, hits mostly activators; note: potency is the fitted concentration of half-maximal effect; % is set by controls: 0 for no effect and ±100 for the full control effect; nearly all actives have a fitted effect of over 60% in size; many of its hits are not listed in these tables
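HEK293 cells stably expressing RXFP1, treated 30 min at 37C with compounds plus PDE4 inhibitor Ro 20174; cAMP measured by HTRF TR-FRET. Normalized to buffer and 29 nM porcine relaxin; EC50 by Hill fit.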
D1 antagonist – Antagonist of Human D 1 Dopamine Receptor: qHTS. D(1A) dopamine receptor (Homo sapiens), P21728. HEK293 TREx D1 cells, calcium flux, dopamine EC80; stronger effect = lower value. activity change, negative = inhibition, % at 10 µM. hit rate 3.2% among 360,000. AID 504652, 2011; in the data active = activity change below about -30%; note: % is set by controls: 0 for no effect and ±100 for the full control effect
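HEK293 T-REx cells expressing inducible, force-coupled D1 receptor; no-wash Ca dye, 30–90 min RT. Cmpd → 180 s read at 1 Hz → EC80 DA → 180 s read.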
GRP78 ERSR act – qHTS for Inducers of the Endoplasmic Reticulum Stress Response (ERSR) in Human Glioma: qHTS; AID 602332, 2012; U87-MG GRP78 promoter luciferase reporter, 16 h; Potency, µM, without a hit: top-dose activation, hits mostly activators; hit rate 0.02% among 420,000; note: potency is the fitted concentration of half-maximal effect; series mostly up to about 76 µM; % of control where 0% means no effect; nearly all actives have a fitted effect of over 35% in size
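ERSR induction read as luciferase luminescence (Bright-Glo, 10 min at room temperature) in stably transfected human U87-MG glioma cells exposed to compounds for 16 h, using GRP78 as sensor.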
Vif-APOBEC3F blk – qHTS for Inhibitors of Vif-A3F Interactions: qHTS; hit rate 0.2% among 390,000; Potency, µM (titrated, usually from 46.1 µM), inactives show top-dose activity, negative = active; AID 602313, 2012; HeLa A3F-eYFP + Vif (tagged APOBEC3F with the HIV-1 protein that degrades it), YFP fluorescence increase; note: potency is the fitted concentration of half-maximal effect; % of control where 0% means no effect; nearly all actives have a fitted effect of over 65% in size
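HeLa cells stably expressing A3F-eYFP plus Vif, plated and incubated overnight at 37 deg C, then exposed to compounds overnight at 37 deg C. Blocked degradation read as raised yellow fluorescence (Ex 488/Em 500-530).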
Vif-A3G inh – qHTS for Inhibitors of Vif-A3G Interactions: qHTS | HeLa A3G-eYFP + Vif (tagged APOBEC3G with the HIV-1 protein that degrades it), YFP fluorescence, overnight | hit rate 0.076% among 410,000 | DNA dC->dU-editing enzyme APOBEC-3G (Homo sapiens), Q9HC16 | AID 602310, 2012 | Potency, µM (top dose mostly 46.1 µM), for inactives: at the highest dose activity, negative = active, actives largely listed as inhibitors;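 note: potency is the fitted concentration of half-maximal effect; % is set by controls: 0 for no effect and ±100 for the full control effect; nearly all actives have a fitted effect of over 60% in size; hits raise eYFP signal because A3G escapes Vif-driven loss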
Target sequence (Q9HC16 whole entry, looked up): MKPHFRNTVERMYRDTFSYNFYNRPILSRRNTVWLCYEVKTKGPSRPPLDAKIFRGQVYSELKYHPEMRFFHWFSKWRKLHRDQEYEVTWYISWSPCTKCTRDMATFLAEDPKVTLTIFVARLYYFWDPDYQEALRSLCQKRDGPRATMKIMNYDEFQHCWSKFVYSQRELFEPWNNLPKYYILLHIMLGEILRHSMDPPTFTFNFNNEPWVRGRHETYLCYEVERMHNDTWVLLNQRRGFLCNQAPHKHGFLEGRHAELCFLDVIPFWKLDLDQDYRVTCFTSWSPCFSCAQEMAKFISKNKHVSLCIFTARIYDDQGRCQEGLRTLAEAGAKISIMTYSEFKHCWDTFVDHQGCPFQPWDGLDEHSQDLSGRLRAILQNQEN
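Read-out is eYFP fluorescence (Ex 488/Em 500-530) from Vif-expressing HeLa A3G-eYFP cells; more signal means A3G escaped Vif-mediated degradation. Cells plated overnight, compound pinned in, incubated overnight at 37 deg C.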
RXFP1 antag – qHTS Assay for Antagonists of the Relaxin Receptor RXFP1; HEK293-RXFP1, relaxin-stimulated cAMP HTRF, 30 min; stronger effect = lower value; activity change, negative = inhibition, % at 57.5 µM; hit rate 0.59% among 350,000; AID 1259400, 2018; Relaxin receptor 1 (Homo sapiens), Q9HBX9;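 active = activity change of -60% or lower, but not beyond a set lower limit; inconclusive = change between -60% and -40%, or beyond the set limit; inactive = change above -40%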; note: % is set by controls: 0 for no effect and ±100 for the full control effect
* marks the source's active call; other numbers are inactive results; ? = inconclusive; nt = not tested or not shown; & = joins results of further samples. Unless noted, calls come from the whole dose curve; as a rule, active = well fitted curve in the direction sought with a large enough effect; inconclusive = small, poorly fitted or top-dose-only effect, or another doubt; inactive = no such curve, though single readings can be large; an effect the other way counts as inactive or inconclusive.

Sample of the layout, two compounds:
SMILES	D1 agonist	D2 potentiator	D1 PAM	RXFP1 ag	D1 antagonist	GRP78 ERSR act	Vif-APOBEC3F blk	Vif-A3G inh	RXFP1 antag
Cc1ccc(-c2csc(NS(=O)(=O)c3cccc(F)c3)n2)o1	nt	nt	nt	nt	nt	-1.5%	-27.5%	0.5%	-75.1*
COc1ccc(Nc2ncccc2C(=O)Nc2ccccc2)cc1	7.6	4.5	-7.2	0.2%	-20.9	2.6%	-0.8%	2.1%	4.3

The whole of this part, from the first entry:
SMILES	D1 agonist	D2 potentiator	D1 PAM	RXFP1 ag	D1 antagonist	GRP78 ERSR act	Vif-APOBEC3F blk	Vif-A3G inh	RXFP1 antag
Cc1ccc(-c2csc(NS(=O)(=O)c3cccc(F)c3)n2)o1	nt	nt	nt	nt	nt	-1.5%	-27.5%	0.5%	-75.1*
COc1ccc(Nc2ncccc2C(=O)Nc2ccccc2)cc1	7.6	4.5	-7.2	0.2%	-20.9	2.6%	-0.8%	2.1%	4.3
CC(C)(C)OC(=O)N1CCC(c2c(C(=O)NCCN3CCC(Cc4ccccc4)CC3)cnn2-c2ccc(F)cc2)CC1	40.1*	0.9	1.6	0.4%	-9.7	-10.8%	-8.0%	-12.4%	?
COc1cccc(/C=C/C(=O)OCC(=O)c2c(N)n(C)c(=O)n(C)c2=O)c1	16.7	-6.5	nt	-2.9%	-1.1	-2.5%	1.5%	-1.5%	0.7
O=C(O)/C=C/C(=O)Nc1ccc(S(=O)(=O)N2CCCC2)cc1	-1.9	11.4	-1.9	-1.4%	2.0	-1.0%	-0.3%	3.5%	0.9
COc1ccc(CNC(=O)Cn2cccc2C(=O)c2ccccc2C)cc1	2.8&-0.4	11.3&3.4	-0.8&-0.8	-2.6%&0.8%	14.1&-4.1	-4.3%	1.4%	0.2%	0.2&3.3
CCOC(=O)Cc1csc(N/N=C\c2ccccc2OC)n1	-0.8	-7.3	-2.1	-0.1%	6.0	1.0%	-7.0%	-28.2%	5.9
CC1CCCCN1CC(O)COCc1ccc(Cl)cc1 (stereo not given)	3.4	-10.6	-1.1	0.1%	10.1	1.2%	?	-191.7%	12.2
O=C(NC(NC(=S)Nc1ccccc1C(=O)O)C(Cl)(Cl)Cl)c1ccccc1 (stereo not given)	-1.8	-7.8	-2.4	4.9%	6.8	-2.9%	-4.3%	1.5%	-10.4
CCN1CCN(c2ccc(S(=O)(=O)N3CCCCC3)cc2NC(=O)Cc2ccccc2)CC1	1.9	1.1	7.8	1.1%	4.0	-2.9%	0.9%	0.3%	2.4
CCOC(=O)Cn1c(C)[n+](C)c2cc(Cl)c(Cl)cc21	1.9	-3.1	0.2	1.0%	0.1	-0.1%	-4.3%	-0.4%	12.1
Nn1c(Nc2ccccc2)nc2sc3c(c2c1=O)CCCC3	0.5	25.3	4.0	-1.5%	-19.5	-1.0%	2.5%	-0.5%	-16.6
CCOC(=O)c1c(NC(=O)c2cc(-c3ccc(Br)cc3)on2)sc(C(C)=O)c1C	2.0	0.2	1.3	?	-3.1	-3.1%	-0.5%	-1.0%	-11.2
Cc1cc(S(=O)(=O)Nc2ccc(C(=O)NCCCN3CCOCC3)cc2)ccc1F	0.0	10.9	-6.5	-0.2%	0.0	-4.5%	1.2%	-0.2%	-14.5
O=C(NC1CCCC1)C1CCCN1C(=O)Nc1ccccc1 (stereo not given)	2.5	-7.7	4.2	1.6%	-1.3	-4.0%	-2.9%	1.1%	-6.7
COC(=O)C1=C(C)N(c2ccc(OC)c(OC)c2)C(=O)C1	2.1	10.2	2.7	0.7%	0.6	-3.6%	2.8%	1.6%	-3.6
O=C(COC(=O)c1cccnc1Nc1cccc(C(F)(F)F)c1)NCCN1C(=O)CSC1=O	8.7	12.1	-4.3	1.1%	-15.8	-6.8%	nt	-0.5%	-11.5
CN(c1ccc(C(=O)NCC2CCCO2)cc1)S(=O)(=O)c1ccc(Cl)cc1 (stereo not given)	nt	nt	nt	nt	nt	-2.3%	-1.2%	0.9%	7.6
NC(=O)c1sc2nc3c(c(-c4ccco4)c2c1N)CCCC3	0.6	-19.7	7.0	0.0%	-0.9	-2.9%	-6.9%	3.6%	-2.5
COc1ccccc1N1CCN(c2cc(N3CCCC3)nc(C)n2)CC1	1.2	20.2	-3.1	-0.7%	-19.9	-3.5%	-3.5%	0.2%	-16.1
CN1CCN(c2ccc(NC(=O)c3ccc(Cl)cc3)cn2)CC1	4.9	0.2	-6.5	1.5%	-24.0	-0.8%	-5.6%	1.0%	-7.3
COc1ccc(NC(=O)C2CCN(S(=O)(=O)c3c(C)nn(C)c3C)CC2)cc1	2.4	3.1	-5.5	-0.5%	-4.7	0.7%	-2.0%	6.9%	2.4
CCN(CC)C(=O)COc1cc(C)c(Cl)c(C)c1	-0.6	8.5	-1.0	-5.1%	-1.5	-3.3%	-6.2%	2.2%	-2.6
O=C(O)c1cc(NN=C2CCN(Cc3ccccc3)CC2)ccc1Cl	4.8	-4.9	-1.6	-2.0%	-7.3	?	-10.0%	-8.8%	-7.7
CCN(CC)C(=O)Cn1ncc2c([nH]c3ccc(C)cc32)c1=O	1.3	5.7	-6.8	-0.5%	7.5	0.3%	-2.3%	1.6%	1.0

(list continues)
SMILES	D1 agonist	D2 potentiator	D1 PAM	RXFP1 ag	D1 antagonist	GRP78 ERSR act	Vif-APOBEC3F blk	Vif-A3G inh	RXFP1 antag
Cc1cccc2cc(C3CC(c4cccs4)=NN3S(C)(=O)=O)c(Cl)nc12 (stereo not given)	6.1	5.6	3.8	0.3%	3.9	-0.4%	3.9%	-0.3%	4.1
Cc1c2cnn(-c3ccccc3)c(=O)c2c(C)n1CCCC(=O)NCCN1CCN(C)CC1	2.3	1.7	13.9	-2.6%	-1.4	-4.9%	7.0%	-0.9%	5.5
CCN(CC)C(=O)Cn1cc(/C=C(\C#N)C(=O)NC2CC2)c2ccccc21	-2.1	-5.9	-7.6	-1.9%	38.0	-1.4%	5.5%	-3.4%	0.5
CCOC(=O)Cn1nnnc1C(CC)N(Cc1cccs1)Cc1cc2cc(C)ccc2[nH]c1=O (stereo not given)	2.5	1.2	1.4	8.0%	3.3	-3.7%	-4.1%	-0.9%	-0.3
C=CCOC(=O)CC(NC(=O)c1ccccc1)c1ccccc1 (stereo not given)	1.1	7.2	1.6	1.5%	-1.5	-4.4%	7.1%	0.9%	-4.0
CCN(CC)c1sc(S(=O)(=O)c2ccccc2)nc1S(=O)(=O)c1ccc(C)cc1	0.2	16.6	-1.4	4.2%	6.6	-3.3%	1.6%	-6.6%	3.4
C/C(=N\NC(=O)c1cccc([N+](=O)[O-])c1)c1cccc(NC(=O)C2CC2)c1	-1.7	-3.8	-2.5	-0.1%	-1.4	-0.8%	0.9%	0.9%	-2.7
Cc1ccc2c(c1)Oc1ccccc1C=C2C(=O)O	1.5	2.0	-5.0	0.6%	2.3	-2.8%	-10.8%	-2.4%	-15.0
O=C(NC1CC2CCCC(C1)N2C(=O)Nc1ccccc1)c1ccccc1 (stereo not given)	0.4	10.1	-2.9	0.7%	3.5	-1.4%	-5.9%	-3.2%	3.7
CC(NC(=O)/C(C#N)=C/c1cccs1)c1ccccc1 (stereo not given)	1.0	-3.0	-3.2	-0.1%	-12.5	1.3%	2.2%	-8.1%	-32.3
C=CCN(CC=C)S(=O)(=O)c1ncn[nH]1	3.5	-3.4	-2.9	-0.1%	-12.8	4.8%	-1.2%	-0.3%	1.1
FC(F)(F)c1ccc(Nc2nnnc3ccccc23)cc1	0.0	-0.7	-0.6	4.1%	-1.8	1.0%	10.0%	3.8%	-6.5
N/C(=N\OS(=O)(=O)c1ccc(Cl)cc1)c1ccccn1	2.0	nt	-4.2	-0.6%	-22.3	0.6%	-46.0%	-10.1%	-2.8
O=C(COc1ccccc1)Nc1ccccc1Oc1ccccc1	-0.5	-16.2	1.0	-1.9%	16.2	-3.7%	-1.0%	-11.2%	-19.5
Cc1ccc(C(=O)CSc2nnc(-c3ccccc3N)n2C)cc1	4.1	2.7	0.4	1.7%	4.0	5.4%	-4.1%	-0.5%	-1.2
N#Cc1c(-c2cccnc2)cc(-c2ccccc2)nc1N	1.2	-2.8	3.3	2.3%	-13.1	1.1%	5.1%	-1.1%	3.0
CC(=O)c1cccc(NC(=O)c2noc3c2CCc2ccccc2-3)c1	12.2	8.8	2.6	1.9%	5.9	5.8%	-16.2%	-3.6%	5.7
Cc1nn(-c2ccccc2)nc1C(=O)Nc1ccc2[nH]ncc2c1	4.8	12.3	0.0	1.9%	3.4	-4.8%	-4.3%	-1.9%	-30.7
COC(=O)c1cc(-c2cccs2)nc2ccccc12	1.8	5.2	-4.1	8.5%	-11.8	1.6%	8.2%	-5.2%	-9.4
Cc1ccc(C)c(Cc2c(C)nc3c(C(=O)NCc4ccc5c(c4)OCO5)cnn3c2C)c1	17.4	15.2	-1.8	0.3%	0.7	nt	nt	nt	nt
COC(=O)c1cn(NC(=O)Cc2ccc(OC)c(OC)c2)c(=O)c2ccccc12	1.1	0.5	-3.9	1.5%	0.8	-0.2%	0.7%	-3.5%	6.0
COc1ccc(CNC(=O)C2CCCN(S(=O)(=O)c3ccc(Br)s3)C2)cc1 (stereo not given)	2.1	0.3	-6.6	1.4%	7.9	-4.0%	-4.9%	0.8%	1.4
FC(F)(F)c1ccncc1-c1nnc(C2CCCCC2)o1	3.6	2.4	7.2	0.5%	5.4	-1.2%	-18.3%	-2.2%	9.0
COc1ccc(C(CC(=O)O)NS(=O)(=O)c2ccc(C)cc2)cc1OC (stereo not given)	-0.2	nt	7.5	0.7%	-1.6	-1.6%	2.0%	1.3%	-5.1

Screening results deposited in PubChem by National Center for Advancing Translational Sciences (NCATS).

This is a subset; count on the stated rates, not on these rows.
